Bioassay records as filed in PubChem.
AmpC detergent: blocks E. coli AmpC beta-lactamase in detergent assay | P00811 | AmpC hydrolysis of nitrocefin, absorbance 480 nm, 0.01% Triton | Potency, µM (doses to about 114 µM), for the others: top-dose activity change, negative = inhibition, actives largely listed as inhibitors | 370,000 tested, 0.041% active | AID 485294;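 further: potency means the concentration at half of the fitted maximal effect; 0% = no-compound wells and -100% = no-enzyme wells; nearly all actives have a fitted effect of over 25% in size; some results filed as inactive show a strong effect at the top dose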
Target sequence (P00811 whole entry, looked up): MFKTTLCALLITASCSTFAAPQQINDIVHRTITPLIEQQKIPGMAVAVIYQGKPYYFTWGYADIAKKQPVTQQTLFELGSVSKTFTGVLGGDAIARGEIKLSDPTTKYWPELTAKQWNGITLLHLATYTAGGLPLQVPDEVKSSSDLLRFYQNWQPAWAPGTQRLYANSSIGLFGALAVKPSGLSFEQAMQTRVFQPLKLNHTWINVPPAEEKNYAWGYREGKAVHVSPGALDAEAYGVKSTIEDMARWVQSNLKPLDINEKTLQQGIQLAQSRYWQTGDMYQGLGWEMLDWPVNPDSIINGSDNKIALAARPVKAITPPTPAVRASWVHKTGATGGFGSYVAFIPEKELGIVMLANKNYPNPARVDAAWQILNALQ
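20 mM phosphate pH 7.0 + 0.01% (detergent screen) or 0.0001% Triton X-100; 5.3 nM AmpC reagent; cpd preinc 15 min RT; nitrocefin (800 uM stock) to start; A480 q20 s × 4 min; Activity was normalised to no-enzyme and no-compound control wells.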
Tb PYK inh: T. brucei pyruvate kinase inhibition; TbPYK enzyme, Kinase-Glo Plus ATP luminescence, 45 min; 410,000 tested, 0.12% active; AID 624173; Potency, µM (top dose mostly 76.8 µM), for the others: at the top dose activity, negative = inhibition, hits mostly inhibitors; further: potency means the concentration at half of the fitted maximal effect; nearly all actives have a fitted effect of over 50% in size
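TbPYK + substrate in 50 mM TEA pH 7.2, 100 mM KCl, 10 mM MgCl2, 0.05% BSA, 0.01% Tween-20; cpd pinned; ADP 130 uM final; 45 min RT; Kinase-Glo Plus 10 min; luminescence endpoint.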
AMA1-RON2 inh: AMA1-RON2 (P. falciparum) interaction inhibition; AlphaScreen AMA1-biotinylated RON2 peptide binding; Potency, µM (titrated, usually from 58.2 µM), for the others: at the highest dose activity change, negative = inhibition, actives largely listed as inhibitors; 360,000 tested, 0.2% active;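 further: potency means the concentration at half of the fitted maximal effect; 0% = vehicle wells and -100% = peptide control; nearly all actives have a fitted effect of over 45% in size; some results filed as inactive show a strong effect at the top dose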
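AMA1 (3D7) with his tag at 25 nM final met compounds first, then biotinylated RON2 peptide at 25 nM; detection used donor plus acceptor beads, 10 µg/mL apiece, read by AlphaScreen after 30 min at room temperature.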
HCMV antiviral: human cytomegalovirus inhibition. activity change, negative = inhibition, % at 57.5 µM. HFF cells, HCMV-luciferase reporter, 72 h; hits give low values. AID 1259415. 410,000 tested, 4.5% active; in the data active means activity change below about -60%; inconclusive means no clear call, values can overlap the other calls; inactive means above about -39%
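Steps: HFFs plated, 16 h 37C; compounds added; HCMV-luciferase added to MOI 1 PFU/cell; 72 h 37C; OneGlo reagent, 5 min room temperature; luminescence read, normalized to controls.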
AmpC inh no detg: inhibitors of E. coli AmpC beta-lactamase without detergent; 330,000 tested, 0.52% active; Potency, µM (titrated, usually from 57.1 µM), for inactives: at the highest dose activity change, negative = inhibition, most hits filed as inhibitors; P00811; AID 485341; AmpC nitrocefin hydrolysis, absorbance 480 nm, 0.0001% Triton;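 further: potency means the concentration at half of the fitted maximal effect; plate controls were no compound for no effect and no enzyme for full effect; nearly all actives have a fitted effect of over 20% in size; some results filed as inactive show a strong effect at the top dose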
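AmpC (5.3 nM in the dispensed reagent) in 20 mM phosphate pH 7.0 with 0.01% (detergent screen) or 0.0001% Triton X-100 was preincubated with compounds for 15 min at room temperature. Nitrocefin was then added from an 800 uM solution, and hydrolysis was followed at 480 nm.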
HCV inh: blocks hepatitis C virus; Huh7.5.1 HCVcc-Cre infection, luciferase reporter, 44 h; Potency, µM (highest dose often 41.8 µM), without a hit: at the highest dose activity change, negative = inhibition, most hits filed as inhibitors; 340,000 tested, 3.4% active; AID 651820; further: potency means the concentration at half of the fitted maximal effect
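Infectious HCVcc-Cre (~0.5 moi) was added to cells just after compound, with cells seeded 4 h earlier at 1,000 per well. Luciferase activity after 44 h culture reported infection; substrate was incubated 15 min at room temperature before reading.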
LmPK inhibitor: LmPK (Leishmania mexicana) enzyme inhibition | Potency, µM (doses to about 57.5 µM), for inactives: at the top dose activity change, negative = inhibition, actives largely listed as inhibitors | 290,000 tested, 0.37% active | purified LmPK, Kinase-Glo ATP luminescence, 1 h | Q27686; further: potency means the concentration at half of the fitted maximal effect
Target sequence (Q27686 whole entry, looked up): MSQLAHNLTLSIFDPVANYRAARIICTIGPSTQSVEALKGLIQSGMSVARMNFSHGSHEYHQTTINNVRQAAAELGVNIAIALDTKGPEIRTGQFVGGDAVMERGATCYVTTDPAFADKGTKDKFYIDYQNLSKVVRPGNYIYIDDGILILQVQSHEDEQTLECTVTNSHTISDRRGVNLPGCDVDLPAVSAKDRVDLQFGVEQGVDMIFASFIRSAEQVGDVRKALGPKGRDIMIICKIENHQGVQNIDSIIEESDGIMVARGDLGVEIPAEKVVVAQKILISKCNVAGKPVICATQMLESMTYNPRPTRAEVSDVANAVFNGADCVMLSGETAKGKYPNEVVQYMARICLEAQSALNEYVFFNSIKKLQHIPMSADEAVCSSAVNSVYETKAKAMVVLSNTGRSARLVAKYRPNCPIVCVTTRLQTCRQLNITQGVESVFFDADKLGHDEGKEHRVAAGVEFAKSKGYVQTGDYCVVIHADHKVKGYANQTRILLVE
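Purified LmPK (0.1 nM) with 0.5 mM PEP and 0.1 mM ADP in imidazole buffer pH 7.2 with MgCl2/KCl, 1 h at room temperature. ATP formed was read by luciferase luminescence and normalized to no-enzyme and uninhibited controls.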
An asterisk follows results filed as active; ? = inconclusive; nt = no result given; [ ] = another dose, or the depositor's remark. Unless noted, the call rests on the fitted dose curve; in most records, active means well fitted curve in the direction sought with a large enough effect; inconclusive means small, poorly fitted or top-dose-only effect, or another doubt; inactive means no such curve, though single readings can be large; an effect the other way counts as inactive or inconclusive. Unless noted, on the % scale 0 is the no-effect control and ±100 the full control effect. An unsorted share of the library; any-hit rate near 7.5%.

Values in the order: LmPK inhibitor | AmpC inh no detg | AMA1-RON2 inh | HCMV antiviral | Tb PYK inh | HCV inh | AmpC detergent
> Cc1ccc(NC(=O)Cn2nc(-c3ccco3)ccc2=O)cc1Cl
    1% | -20% | ? | 42 | -5% | -20% | ?
> COc1ccc(C(=O)c2oc3ccccc3c2NC(=O)COc2c(C)cc(C)cc2C)cc1
    nt | nt | nt | -1 | 1% | nt | 14%
> O=C(NNc1cc(Cl)ccc1Cl)C1CCC1
    -5% | -15% | -5% | 21 | -10% | 20% | 6%
> CC1(C(=O)NCc2ccco2)Cc2c(-c3ccc(C(N)=O)cc3)ccnc2O1 (configuration not stated)
    nt | nt | -2% | -38 | -5% | nt | nt
> CCC(=O)N1CCc2cc(Br)cc(S(=O)(=O)NC3CCN(Cc4ccccc4)CC3)c21
    -1% | 85%[activator] | -3% | ? | -1% | ? | -9%
> C[C@H](NC(=O)c1ncn2c1c(=O)[nH]c1ccc(Br)cc12)c1ccccc1
    nt | nt | -6% | ? | 1% | nt | nt
> Cc1ccc(C(=O)NCCc2csc(C)n2)cc1
    -1% | -5% | 9% | 63 | 6% | 2% | ?
> CNC[C@H]1Oc2c(NS(=O)(=O)c3cccs3)cccc2C(=O)N([C@H](C)CO)C[C@@H]1C
    nt | -11% | 11% | 16 | -5% | -10% | nt
> CC(c1ccccc1)C1CC(=O)N(CC(=O)O)C1=O (configuration not stated)
    -1% | -4% | 0% | 38 | 1% | 7% | ?
> COc1cccc(NC(=O)CN(C)C(=O)CNC(=O)c2ccc(Oc3ccccc3)cc2)c1
    nt | 60%[activator] | 2% | 6 | -1% | -6% | -15%
> Nc1nc2n[nH]nc2c(=O)[nH]1
    nt | nt | 10% | -96* | 2% | ? | nt
> Cn1c(N)c(C(=O)COC(=O)CC(NC(N)=O)c2ccc(Cl)cc2)c(=O)n(C)c1=O (configuration not stated)
    nt | 0% | 5% | 5 | 4% | 3% | ?
> COc1ccc(-c2csc(N(CCCN(C)C)C(=O)c3ccc(Br)cc3)n2)cc1
    44% | 61%[activator] | ? | -62* | 0% | ? | ?
> O=C(CN1CCN(S(=O)(=O)c2cc(Cl)ccc2Cl)CC1)Nc1cccc(F)c1
    nt | nt | nt | -19 | 0% | nt | -4%
> O=C(COC(=O)CSCC(=O)N1CCCCC1)Nc1ccc(Cl)cc1
    -4% | 1% | 1% | -13 | -6% | 3% | -5%
> COCCNc1oc(-c2cccs2)nc1S(=O)(=O)c1ccc(C)cc1
    5% | -4% | -4% | -30 | 6% | 5% | 1%
> CCCCC(=O)Nc1ccc(C(=O)NNC(=S)NC(=O)c2ccccc2[N+](=O)[O-])cc1
    1% | -31% | 137%[activator] | -28 | -10% | 9% | -3%
> CC(=O)Nc1cccc(C(=O)OCC(=O)NC(=O)c2ccccc2)c1
    nt | -21% | -3% | -23 | 4% | ? | 5%
> Cc1ccc(C(=O)NCC(=O)Nc2ccc3c(c2)CCC3)cc1C
    nt | -17% | -2% | 3 | 2% | 19% | ?
> NC(=Nc1nc(-c2ccccn2)cc2ccccc12)c1ccccn1
    nt | nt | 23% | -101* | -17% | ? | nt
> COc1cc(C)c(C)cc1S(=O)(=O)n1c(C)nc2ccccc21
    -2% | 19% | -3% | 54 | -13% | 18% | -16%
> Cc1ccsc1C(=O)N/N=C/c1ccc2c(c1)OCO2
    11µM* | -15% | 21% | 233 | ? | -9% | 5%
> O=C(NC1CCCCC1)C(c1ccc2ncccc2c1)N(Cc1ccccc1)C(=O)c1cccs1 (configuration not stated)
    3% | 18% | -1% | -62* | 6% | ? | -6%
> COC(=O)[C@]12CCCCC=C1N(Cc1ccc(Cl)cc1Cl)C(=O)[C@H](CC(=O)NCc1cccc3ccccc13)C2
    nt | nt | 2% | 6 | -3% | nt | nt
> COc1cc(NC(=O)Cn2nc3c(cc2=O)CC(C)CC3)cc(OC)c1OC (configuration not stated)
    nt | nt | nt | 3 | -4% | nt | -3%
> O=C(NNC1=NCCCCC1)Nc1ccc(Cl)cc1
    3% | -25% | 4% | 17 | 1% | -1% | 2%
> CC(C)(C)c1ccc(/C=C/C(=O)Nc2ncccn2)cc1
    -3% | -27% | -4%[2.32 µM] | 20 | -2% | 8% | -2%
> c1ccc(CCc2nc(-c3ccc(-n4cccc4)cc3)no2)cc1
    0% | -22% | -1% | -12 | 1% | -21% | ?
> CC1CCc2sc3nc(N4CCN(CCO)CC4)n4ncnc4c3c2C1 (configuration not stated)
    0% | 203%[activator] | 1% | 62 | -5% | 20µM* | 1%
> COC(=O)c1cc(C#N)c(NCc2ccccc2)nc1C
    1% | -7% | -6% | 8 | -28% | 0% | -9%

An excerpt from above in order of count of non-hydrogen atoms, falling.
Values in the order: LmPK inhibitor | AmpC inh no detg | AMA1-RON2 inh | HCMV antiviral | Tb PYK inh | HCV inh | AmpC detergent
> CNC[C@H]1Oc2c(NS(=O)(=O)c3cccs3)cccc2C(=O)N([C@H](C)CO)C[C@@H]1C
    nt | -11% | 11% | 16 | -5% | -10% | nt
> CC1CCc2sc3nc(N4CCN(CCO)CC4)n4ncnc4c3c2C1 (configuration not stated)
    0% | 203%[activator] | 1% | 62 | -5% | 20µM* | 1%
> COCCNc1oc(-c2cccs2)nc1S(=O)(=O)c1ccc(C)cc1
    5% | -4% | -4% | -30 | 6% | 5% | 1%
> Cc1ccc(NC(=O)Cn2nc(-c3ccco3)ccc2=O)cc1Cl
    1% | -20% | ? | 42 | -5% | -20% | ?
> COC(=O)c1cc(C#N)c(NCc2ccccc2)nc1C
    1% | -7% | -6% | 8 | -28% | 0% | -9%

More records.
Values in the order: LmPK inhibitor | AmpC inh no detg | AMA1-RON2 inh | HCMV antiviral | Tb PYK inh | HCV inh | AmpC detergent
> CCC(C)NC(=O)CSc1nnc(-c2cc(-c3cccs3)nc3ccccc23)o1 (configuration not stated)
    9% | 38% | 4% | -19 | -9% | 0% | -3%
> COc1cccc2c1OCC/C2=N\NC(=O)COc1ccccc1C
    2% | 35% | -27% | 44 | -9% | -1% | -10%
> CCOc1ccc(-n2c(SC(C)C(=O)OC)nc3c(c2=O)SCC3)cc1 (configuration not stated)
    nt | nt | 0% | -7 | -1% | -24% | nt
> O=C(NCc1ccccn1)C(=O)NCC(c1ccco1)N1CCN(c2ccc(F)cc2)CC1 (configuration not stated)
    -1%[11.5 µM] | 103%[activator] | 100%[activator] | -25 | 8% | -2% | -2%
> Cc1ccc(SCC(=O)Nc2nncs2)cc1
    nt | nt | -4% | 22 | 1% | -3% | nt
> Cc1ccc(CNC(=O)c2ccc(CSCc3cccc(C)c3)o2)cc1
    nt | nt | nt | -1 | -1% | nt | 1%
> C=CCn1c(SCc2csc(-c3ccc(Cl)cc3)n2)nnc1-c1ccccc1OC
    4% | 77%[activator] | -22% | 77 | -14% | ? | -5%
> Cc1cc(C)c2nc(N3CCC(C(=O)NCCCN4CCCC4=O)CC3)sc2c1
    1% | 166%[activator] | -5% | 0 | -11% | -20% | 2%
> CCc1nccn1S(=O)(=O)c1ccccc1[N+](=O)[O-]
    -3% | -9% | -4% | 1 | 1% | 6% | -3%
> COc1cc(CNCc2ccc(C(=O)O)cc2)ccc1OCc1ccc(F)cc1
    -5% | -7% | -11% | -2 | 1% | 9% | -9%
> CN=C1N(C)C[C@@H]2[C@@H]3C(=O)N(Cc4ccccc4)C(=O)[C@@H]3[C@](Cc3ccccc3)(C(=O)OC)N12
    nt | 8% | 18% | -23 | -1% | ? | nt
> COc1ccc(N(C)S(=O)(=O)c2ccc3c(c2)n(C)c(=O)c(=O)n3C)cc1
    nt | nt | nt | -1 | 3% | nt | 0%
> Nc1ccc(Br)cc1C(=O)c1ccccc1
    6%[11.5 µM] | -14% | -21% | -11 | -5% | -1% | 2%
> Cc1nn(CC(=O)NCc2cccc(F)c2)c(=O)c2c(C)n(-c3ccc(Cl)cc3)nc12
    nt | nt | nt | -25 | 0% | nt | -4%
> Cc1cc(C(=O)Nc2nc3ccc(S(C)(=O)=O)cc3s2)c(C)o1
    -27% | -28% | 8% | 97 | -22% | ? | -4%
> Cc1ccc(S(=O)(=O)n2nc(-c3ccc(Cl)cc3)nc2NCc2ccco2)cc1
    3% | -16% | 14% | 118 | 2% | 10% | 5%
> N#Cc1ccc2nc(-c3ccc(CN4CCC(n5c(=O)[nH]c6ccccc65)CC4)cc3)c(-c3ccccc3)nc2c1
    nt | nt | ? | -37 | -8% | nt | nt
> CC/C=C/C(=O)N1CC2(CC(c3cccc(NC(=O)CCCCC)c3)=NO2)C[C@H]1C(N)=O (some centres not stated)
    3% | 65%[activator] | 1% | 14 | 1% | -4% | 0%
> CCc1cc2c(cc3c(=O)n(CC(=O)NCCc4ccc(OC)cc4OC)nc(CC)n32)s1
    nt | nt | nt | -5 | -11% | nt | -5%
> O=C(CSc1nnc(-c2ccccc2)n1-c1ccccc1)c1cccs1
    -5% | 15% | -2% | -34 | -8% | -1% | -11%
> O=C(NC(=O)c1cccc(F)c1)Nc1ccc(-c2cc(C(F)(F)F)nn2-c2ccccc2)cc1
    nt | nt | nt | 2 | -5% | nt | -2%

Record cards, from the list above. Screens in order: LmPK inhibitor, AmpC inh no detg, AMA1-RON2 inh, HCMV antiviral, Tb PYK inh, HCV inh, AmpC detergent
Shown for `O=C(NNc1cc(Cl)ccc1Cl)C1CCC1` → -5%, -15%, -5%, 21, -10%, 20%, 6%
Shown for `O=C(NC(=O)c1cccc(F)c1)Nc1ccc(-c2cc(C(F)(F)F)nn2-c2ccccc2)cc1` → nt, nt, nt, 2, -5%, nt, -2%
Shown for `CCC(=O)N1CCc2cc(Br)cc(S(=O)(=O)NC3CCN(Cc4ccccc4)CC3)c21` → -1%, 85%[activator], -3%, ?, -1%, ?, -9%
Shown for `CN=C1N(C)C[C@@H]2[C@@H]3C(=O)N(Cc4ccccc4)C(=O)[C@@H]3[C@](Cc3ccccc3)(C(=O)OC)N12` → nt, 8%, 18%, -23, -1%, ?, nt
